# SENP8 block-1: SENP8 protease inhibitors, primary screen, biochemical, luminescence. Sentrin-specific protease 8 (Homo sapiens), Q96LD8. purified SENP8, Z-RLRGG-aminoluciferin cleavage. inhibition, % at 10 µM. hit rate 1.2% among 330,000. AID 2540, 2010; in the data active = inhibition above about 50%
# SENP7 inh: SENP7 protease inhibitors, primary screen, biochemical, luminescence, uHTS. Sentrin-specific protease 7 (Homo sapiens), Q9BQF6. recombinant SENP7, Z-RLRGG-aminoluciferin luminescence, 40 min. inhibition, % at 5 µM. hit rate 1.5% among 330,000. AID 434973, 2010;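 active = inhibition above about 50% at the single test dose, limit read from the data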;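 note: plate controls were DMSO with enzyme for no effect and no enzyme buffer wells for full effect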
# PfGluPho inh: PfG6PD enzyme inhibitors, primary screen, biochemical, fluorescence intensity, uHTS. glucose-6-phosphate dehydrogenase-6-phosphogluconolactonase (Plasmodium falciparum 3D7). PfGluPho enzyme, NADPH resazurin-diaphorase fluorescence. hit rate 0.78% among 350,000. inhibition, % at 20 µM. AID 504690, 2011;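 active = inhibition reaching at least a set limit at 20 µM in the primary screen, cut at about 59% in these data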;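 note: 0% = DMSO wells with substrate and 100% = DMSO wells lacking glucose-6-phosphate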
# SENP6 inh: SENP6 protease inhibitors, primary screen, biochemical, luminescence, uHTS. Sentrin-specific protease 6 (Homo sapiens), Q9GZR1. Recombinant SENP6 catalytic domain, aminoluciferin luminescence. inhibition, % at 10 µM. hit rate 1.8% among 330,000. AID 2599, 2010;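 active = inhibition above about 50% at the single tested dose, limit read from the data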;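 note: plate controls were DMSO wells with enzyme for no effect and DMSO wells lacking enzyme for full effect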
# Apaf1 inhib: inhibitors of human Apaf-1 apoptosome, primary screen, biochemical, DEVD-Rh110 fluorescence, uHTS; inhibition, % at 20 µM; reconstituted apoptosome caspase-3 activity; hit rate 0.71% among 330,000; active = inhibition of at least 40% at 20 µM;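 note: plate controls were DMSO wells for no effect and DEVD-CHO caspase inhibitor wells for full effect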
# Target sequence (O14727 whole entry, looked up): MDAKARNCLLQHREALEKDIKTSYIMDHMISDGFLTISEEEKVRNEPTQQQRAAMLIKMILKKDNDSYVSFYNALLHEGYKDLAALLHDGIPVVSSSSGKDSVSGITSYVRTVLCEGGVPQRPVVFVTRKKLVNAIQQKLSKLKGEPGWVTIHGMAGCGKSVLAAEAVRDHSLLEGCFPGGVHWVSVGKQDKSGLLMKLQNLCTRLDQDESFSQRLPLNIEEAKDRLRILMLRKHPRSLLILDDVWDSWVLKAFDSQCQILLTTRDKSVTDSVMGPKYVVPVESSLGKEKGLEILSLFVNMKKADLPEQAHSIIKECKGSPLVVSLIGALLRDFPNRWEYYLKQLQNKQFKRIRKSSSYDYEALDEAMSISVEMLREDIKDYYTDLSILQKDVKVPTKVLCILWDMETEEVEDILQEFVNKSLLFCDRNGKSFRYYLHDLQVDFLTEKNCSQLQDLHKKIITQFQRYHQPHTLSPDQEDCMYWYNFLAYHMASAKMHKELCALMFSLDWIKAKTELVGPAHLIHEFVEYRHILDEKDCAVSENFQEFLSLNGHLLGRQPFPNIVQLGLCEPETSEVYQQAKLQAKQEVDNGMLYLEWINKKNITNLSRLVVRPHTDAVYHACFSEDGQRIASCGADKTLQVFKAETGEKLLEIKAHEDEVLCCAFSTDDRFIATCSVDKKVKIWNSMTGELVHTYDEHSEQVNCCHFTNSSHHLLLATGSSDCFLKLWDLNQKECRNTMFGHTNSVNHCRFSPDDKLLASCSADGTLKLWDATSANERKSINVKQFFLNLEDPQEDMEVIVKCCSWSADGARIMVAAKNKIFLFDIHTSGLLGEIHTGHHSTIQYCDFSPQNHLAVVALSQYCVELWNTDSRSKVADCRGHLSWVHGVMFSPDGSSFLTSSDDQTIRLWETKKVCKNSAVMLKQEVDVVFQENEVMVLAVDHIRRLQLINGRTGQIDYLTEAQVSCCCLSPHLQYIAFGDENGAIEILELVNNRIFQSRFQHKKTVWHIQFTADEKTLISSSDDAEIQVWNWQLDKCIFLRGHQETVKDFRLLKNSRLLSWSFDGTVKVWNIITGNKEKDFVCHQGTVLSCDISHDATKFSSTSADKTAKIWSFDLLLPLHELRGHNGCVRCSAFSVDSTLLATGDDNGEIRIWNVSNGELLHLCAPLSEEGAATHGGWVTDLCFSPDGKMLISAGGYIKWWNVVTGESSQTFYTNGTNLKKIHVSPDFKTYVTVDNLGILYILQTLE
#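 detection = Rh110 fluorescence intensity | test system = biochemical Apaf-1 apoptosome reconstitution | also added = cytochrome c and DEVD-Rh110 substrate | schedule = 30 min plus 50 min, RT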
# SENP8 block-2: human SENP8 protease inhibitors, primary screen, biochemical, fluorescence, Nedd8 protein substrate, uHTS | Sentrin-specific protease 8 (Homo sapiens), Q96LD8 | inhibition, % at 20 µM | recombinant SENP8 | AID 602440, 2012 | hit rate 0.64% among 360,000; in the data active = inhibition mostly above about 40%, no sharp cut-off; inactive = mostly below about 27%
# HKDC1 inhibitor: HKDC1 hexokinase inhibitors, primary screen, biochemical, fluorescence, uHTS. inhibition, % at 20 µM. recombinant HKDC1, G6PDH/diaphorase resazurin coupled fluorescence. Q2TB90. hit rate 0.16% among 340,000;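 active = inhibition above about 35% when tested at 20 µM, limit read from the data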;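 note: plate controls were DMSO wells with enzyme for no effect and DMSO wells lacking enzyme for full effect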
#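 Assay system: in-house recombinant HK5 (HKDC1) enzyme. Input: HKDC1 at 5 µg/mL. Medium: Tris pH 8.0 buffer with MgCl2, Tween-20, BSA, BME. Dosing: single 20 µM dose. Schedule: 90 min reaction incubation at room temperature, dark. Signal: resazurin-to-resorufin fluorescence via G6PDH and diaphorase coupling, 525/613 nm. Controls: DMSO-enzyme wells negative, buffer-substituted wells positive.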
# NALP3 yeast inh: NALP3 inflammasome inhibitors in reconstituted yeast, primary screen, luminescence, uHTS. hit rate 0.39% among 330,000. inhibition, % at 10 µM. Yeast reconstituted NLRP3/ASC/caspase-1, beta-gal luminescence, 24 h;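 active = inhibition of 50% or more; inactive = inhibition below 50%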;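 note: plate controls were induced DMSO wells for no effect and uninduced yeast grown without galactose for full effect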
# SENP1 FRET inh: human SENP1 catalytic domain inhibitors, primary screen, biochemical, FRET, uHTS. Sentrin-specific protease 1 (Homo sapiens), Q9P0U3. recombinant SENP1 catalytic domain, CyPet-SUMO1-YPet FRET cleavage. inhibition, % at 10 µM. hit rate 0.21% among 360,000. AID 624204, 2012;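 active = inhibition at least 30% at 10 µM, raw YFP signal under a set limit, fluorescence ratio 0.5 to 1.5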;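 note: 0% = enzyme with DMSO and 100% = no enzyme wells; some results filed as inactive read as strong as hits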
#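 Assay system: hSENP1 catalytic domain, recombinant. Amount: SENP1 enzyme, 20 pM final. Schedule: 50 min reaction, RT, dark. Technique: FRET, CFP and YFP emission. Control set: no-enzyme wells low, DMSO-plus-enzyme wells high control.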
# Numbers without * were called inactive.
(1) O=c1[nH]c2cccnc2n1Cc1ccco1
(2) Cc1ccc(S(=O)(=O)O/N=C2/CCCc3occc32)cc1
(3) CCOC(=O)c1ccc(NC(=O)C(=O)NCc2ccc(/C=C(/C#N)C(=O)NCCOC)o2)cc1
(4) CN(C)S(=O)(=O)Oc1cccc(C(=O)Nc2ccc(Cl)c(Cl)c2)c1
(5) CCn1c(SCC(=O)Nc2nnc(C)s2)nnc1C(C)NC(=O)c1ccccc1 (stereo unspecified)
(6) O=C(COc1ccc(Br)cc1F)NC1CCN(Cc2ccccc2)CC1
(7) COc1cc(C2/C(=C(\O)c3ccc4c(c3)OCCO4)C(=O)C(=O)N2Cc2ccco2)cc(OC)c1OC (stereo unspecified)
(8) O=C(O)c1c2c(nc3ccccc13)/C(=C/c1ccccc1[N+](=O)[O-])CCC2
screen / no.,1,2,3,4,5,6,7,8
SENP8 block-1,0,-5,6,55*,4,0,-14,-8
SENP7 inh,-5,11,1,38,10,1,-3,-2
PfGluPho inh,-8,1,-5,26,-14,2,-9,-15
SENP6 inh,-2,3,21,64*,7,3,12,-6
Apaf1 inhib,-4,-10,-4,-40,1,6,0,-1
SENP8 block-2,15,8,5,5,16,20,16,2
HKDC1 inhibitor,2,1,-1,-1,3,-6,-3,-4
NALP3 yeast inh,5,6,0,-3,12,23,6,6
SENP1 FRET inh,0,-2,14,-2,3,2,2,-19

# Looked up one by one from the list above (seven):
(7) COc1cc(C2/C(=C(\O)c3ccc4c(c3)OCCO4)C(=O)C(=O)N2Cc2ccco2)cc(OC)c1OC (stereo unspecified)
(5) CCn1c(SCC(=O)Nc2nnc(C)s2)nnc1C(C)NC(=O)c1ccccc1 (stereo unspecified)
(1) O=c1[nH]c2cccnc2n1Cc1ccco1
(8) O=C(O)c1c2c(nc3ccccc13)/C(=C/c1ccccc1[N+](=O)[O-])CCC2
(2) Cc1ccc(S(=O)(=O)O/N=C2/CCCc3occc32)cc1
(4) CN(C)S(=O)(=O)Oc1cccc(C(=O)Nc2ccc(Cl)c(Cl)c2)c1
(6) O=C(COc1ccc(Br)cc1F)NC1CCN(Cc2ccccc2)CC1
screen / no.,7,5,1,8,2,4,6
SENP8 block-1,-14,4,0,-8,-5,55*,0
SENP7 inh,-3,10,-5,-2,11,38,1
PfGluPho inh,-9,-14,-8,-15,1,26,2
SENP6 inh,12,7,-2,-6,3,64*,3
Apaf1 inhib,0,1,-4,-1,-10,-40,6
SENP8 block-2,16,16,15,2,8,5,20
HKDC1 inhibitor,-3,3,2,-4,1,-1,-6
NALP3 yeast inh,6,12,5,6,6,-3,23
SENP1 FRET inh,2,3,0,-19,-2,-2,2

# Grouped by structure: the entries above containing a halogen
(4) CN(C)S(=O)(=O)Oc1cccc(C(=O)Nc2ccc(Cl)c(Cl)c2)c1
(6) O=C(COc1ccc(Br)cc1F)NC1CCN(Cc2ccccc2)CC1
screen / no.,4,6
SENP8 block-1,55*,0
SENP7 inh,38,1
PfGluPho inh,26,2
SENP6 inh,64*,3
Apaf1 inhib,-40,6
SENP8 block-2,5,20
HKDC1 inhibitor,-1,-6
NALP3 yeast inh,-3,23
SENP1 FRET inh,-2,2

# (listing goes on)
(9) COCC(=O)Nc1nnc(CCc2ccccc2)s1
(10) CN(C)CCSc1nnc2[nH]c3ccccc3c2n1
(11) COc1ccc(Cn2c(-c3ccco3)nc3c(c(=O)c4ccccc4n3C)c2=O)cc1
(12) CCOc1ncccc1C(=O)NCCCSc1ccccc1
(13) Cc1ccccc1Nc1c(-c2ccccc2)nc2ncccn12
(14) CCN1C(=O)/C(=C2/SC(C)=C(C)N2CC)SC1=S
(15) COCCCN(C(C)=O)c1nc(-c2ccccc2)cs1
(16) O=C1N(CCCCN2C(=O)C3(OCCO3)c3ccccc32)c2ccccc2C12OCCO2
screen / no.,9,10,11,12,13,14,15,16
SENP8 block-1,-7,0,3,-1,3,7,-3,-6
SENP7 inh,-6,1,0,-6,-1,3,-5,-9
PfGluPho inh,-23,16,20,2,1,8,-7,-15
SENP6 inh,-6,1,-2,-6,-17,-10,1,-16
Apaf1 inhib,-5,2,-1,4,-23,7,9,9
SENP8 block-2,8,16,-180,7,-32,19,-2,12
HKDC1 inhibitor,-6,1,15,0,1,-5,5,-5
NALP3 yeast inh,-23,17,4,18,-6,24,32,-2
SENP1 FRET inh,0,3,-7,-2,14,-24,-2,3

(17) COc1ccc(CCn2c(N)c(S(=O)(=O)c3cccs3)c3nc4ccccc4nc32)cc1OC
(18) CC(C)(C)c1cc(C(=O)N2CCN(c3ncccn3)CC2)ccn1
(19) CC(=O)/C(N=Nc1ccc2c(c1)OCO2)=C(\C)O
(20) Cc1cccc2c1OCC/C2=N\NC(=O)COc1ccccc1
(21) CC(C)(C)C(=O)[C@H]1[C@H](c2ccccc2)[C@@]2(N=C(c3ccccc3)OC2=O)C2c3ccccc3C=NN21 (stereo partly specified)
(22) O=C(NN1CCOCC1)c1ccc(F)cc1
(23) Oc1ccc(/C=C/c2ccc3cccc(O)c3n2)cc1Br
(24) O=C(Nc1ccc([N+](=O)[O-])cc1)N1CCN(C(=O)C2CCCO2)CC1 (stereo unspecified)
screen / no.,17,18,19,20,21,22,23,24
SENP8 block-1,-1,6,59*,-23,1,0,92*,0
SENP7 inh,3,8,83*,8,12,2,88*,2
PfGluPho inh,-8,-4,21,17,2,0,7,1
SENP6 inh,8,17,84*,-19,0,0,97*,-3
Apaf1 inhib,0,-50,-2,-1,7,0,7,2
SENP8 block-2,-294,7,8,-187,-14,13,-107,12
HKDC1 inhibitor,-6,-10,-10,19,9,-9,1,1
NALP3 yeast inh,17,-2,19,25,7,15,19,3
SENP1 FRET inh,-5,2,9,0,-1,-1,-24,0

(25) CCOc1ccc(NC(=O)CN(C)c2ccc(S(=O)(=O)N(C(C)C)C(C)C)cn2)cc1OCC
(26) Cc1nnc(SCC(=O)NCc2ccc(F)cc2)[nH]c1=O
(27) O=C(O)CCC(=O)NNC(=O)c1cccs1
(28) CC1CCCCC12NC(=O)N(CC(=O)Nc1sccc1C(N)=O)C2=O (stereo unspecified)
(29) O=C(Nc1ccc(N2CCN(c3ccc(O)cc3)CC2)cc1)Oc1ccccc1
(30) CCCS(=O)(=O)N1CCC(C(=O)NCCCN2CCCC2=O)CC1
(31) O=S(=O)(c1ccc(Oc2ccc(-c3nnco3)cc2)nc1)N1CCC(Cc2ccccc2)CC1
(32) CCc1ccc(OCC(=O)NNC(=O)Cc2ccc(S(=O)(=O)N3CCOCC3)s2)cc1
screen / no.,25,26,27,28,29,30,31,32
SENP8 block-1,-9,7,-3,-3,2,-4,-3,-11
SENP7 inh,2,-3,-1,3,3,-5,-4,-4
PfGluPho inh,-3,8,-19,-2,37,-24,-12,1
SENP6 inh,2,5,7,-3,2,-1,-19,-13
Apaf1 inhib,9,-8,-1,-6,-26,3,11,6
SENP8 block-2,-1,11,-4,-26,16,36,16,-8
HKDC1 inhibitor,-2,-12,-4,-6,1,-10,-1,1
NALP3 yeast inh,18,-7,-5,5,10,16,9,29
SENP1 FRET inh,0,2,-1,-5,1,1,1,-15

(33) CCOc1ccc2nc(SCC(=O)N(C)C)[nH]c2c1
(34) CS(=O)(=O)N1CCC(c2noc(-c3ccc(C(F)(F)F)cc3)n2)CC1
(35) CCn1cc(C(=O)N2CCN(c3ccc(OC)cc3)CC2)c2cc(OC)c(OC)cc2c1=O
(36) C/C(=N/Oc1nc(C)cc(C)n1)c1ccc(F)cc1
(37) O=C1C=CN(Cc2ccccc2)C(c2ccccc2)C1 (stereo unspecified)
(38) Cn1c2[n+](c3ccc(Cl)cc3c1=O)Cc1ccccc1-2
(39) O=C(CCCOc1ccc(Cl)cc1Cl)N1CCN(c2ccccn2)CC1
(40) CCN1CCN(c2ccc(Cl)cc2NC(=O)c2ccc(-n3nc(C)cc3C)cc2)CC1
screen / no.,33,34,35,36,37,38,39,40
SENP8 block-1,-5,3,2,5,3,-18,-9,-7
SENP7 inh,11,1,0,2,0,-2,-6,3
PfGluPho inh,-1,1,15,-13,14,5,11,-1
SENP6 inh,3,-43,-16,-19,15,-5,-9,-14
Apaf1 inhib,-1,8,-17,-11,14,-4,29,15
SENP8 block-2,17,13,28,20,-6,-14,-12,5
HKDC1 inhibitor,-1,-3,-1,-7,-3,2,2,-4
NALP3 yeast inh,0,-26,-5,4,-2,13,33,51*
SENP1 FRET inh,1,2,-2,2,-3,0,-2,0

(41) COc1ccc(S(=O)(=O)NC2CCCCCC2)cc1C(N)=O
(42) CC(=O)Oc1ccc(N2C(=O)[C@@H]3[C@H](C2=O)[C@H]2c4ccccc4C=NN2[C@@H]3C(C)=O)cc1
(43) COC(=O)Nc1sc2c(c1C(N)=O)CCC(C)C2 (stereo unspecified)
(44) O=C(NCCO)/C(=C\c1cccs1)NC(=O)c1cccs1
(45) Nc1n[nH]c(-c2ccc(F)cc2)n1
(46) CCC(C)C(NC(=O)c1ccccc1NC(=O)c1ccco1)C(=O)NNC(=O)c1ccc(OC)cc1 (stereo unspecified)
(47) Cc1ccc(NC(=O)c2cc(=O)c3ccccc3o2)cc1
(48) CCOC(=O)COC(=O)c1ccc(O)cc1
(49) O=C(Cn1ccccc1=O)NCc1ccc(F)cc1
screen / no.,41,42,43,44,45,46,47,48,49
SENP8 block-1,-1,-8,-7,-2,-12,6,0,-8,-4
SENP7 inh,1,3,-2,10,-7,8,5,0,-6
PfGluPho inh,0,-4,17,-3,9,-11,-11,-4,6
SENP6 inh,-10,-11,5,-10,-11,5,4,-4,-25
Apaf1 inhib,4,-20,7,-4,-2,9,12,-4,-10
SENP8 block-2,-2,10,17,18,12,-28,7,5,9
HKDC1 inhibitor,2,-5,2,-5,-4,1,-5,-2,-6
NALP3 yeast inh,17,-4,1,8,0,-2,18,4,22
SENP1 FRET inh,1,-2,41*,2,1,1,-1,0,0

# High-throughput results as filed in PubChem.
